Source: PubChem
DSG3 Ab inh: blocks pemphigus antibody binding to human desmoglein-3. DSG3-coupled beads, scFv-anti-DSG3-GFP binding, flow cytometry; hits give low values. AID 588358. P32926. 310,000 tested, 0.48% active. binding (percent of control), % at 10 µM;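 active means binding more than 3 SD below its plate's average and above zero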;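 further: hits lower antibody fragment binding to DSG3; some compounds called inactive have numbers as strong as hits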
PKA-R2B activ: PKA-R2B complex activation; P22694+P31323; PKA-R2B holoenzyme dissociation, Cy5-IP20 fluorescence polarization; R2B truncated from residue 108, S112A mutant; 0% DMSO only, 100% 113 µM cGMP; activation, % at 11.4 µM; 340,000 tested, 0.079% active;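 active means activation above a cutoff set at the mean over all compounds plus 3 SD, cut at about 18% in these data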;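 further: higher means more holoenzyme dissociation and a rise in polarization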
OPRM1-OPRD1 inv: inverse agonist of human OPRM1-OPRD1 heterodimerization; 340,000 tested, 0.21% active; AID 504357; inhibition, % at 9.3 µM; P35372+P41143; cell-based MOR-DOR heterodimer luminescence, inverse agonism; in the data active means inhibition above about 22%, passing the limit was not always enough;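 further: 0% = cells with DMSO and 100% = wells without cells with DMSO; values of inactives mirror those of a sister screen read the other way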
PKA-R1A act: activators of PKA-R1A complex; activation, % at 11.4 µM; 340,000 tested, 0.083% active; P00514+P68181; PKA-R1A dissociation, Cy5-IP20 fluorescence polarization; scaled: DMSO 0%, 113 µM cGMP 100%;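 active means percent activation above the mean of all tested compounds plus 3 SD, cut at about 19% in these data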;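 further: higher means more PKAc released from R1A so a rise in polarization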
HTR5A ag ctr: activates human HTR5A in OPRM1-OPRD1 agonist counter-screen; AID 504692; 340,000 tested, 0.61% active; activation, % at 9.3 µM; HTR5A agonist assay, luminescence, cell-based; P47898; in the data active means activation mostly above about 9.5%, no sharp cut-off; inactive means mostly below about 7.6%;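 further: 0% = cells with vehicle only and 100% = reference agonist; strong numbers were not always called active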
OPRM1-OPRD1 ag: agonists of human mu-delta opioid receptor heterodimerization. P35372+P41143. cells, OPRM1-OPRD1 heterodimerization, luminescence. 340,000 tested, 0.3% active. activation, % at 9.3 µM. AID 504326; in the data active means activation above about 18%;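 further: 0% = vehicle-treated cells and 100% = reference agonist; values of inactives mirror those of a sister screen read the other way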
HTR5A inv ag: counter-screen for OPRM1-OPRD1 inverse agonists: human HTR5A inverse agonism; P47898; HTR5A cell line, luminescence; inhibition, % at 9.3 µM; 340,000 tested, 0.083% active; AID 504634; in the data active means inhibition mostly above about 23%, no sharp cut-off; inactive means mostly below about 18%;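 further: 0% = cells with DMSO and 100% = no-cell wells with DMSO; some compounds called inactive have numbers as strong as hits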
DAGLB inhibitor: diacylglycerol lipase beta (human) inhibition | HEK293T DAGLB membrane lysate, EnzChek fluorogenic substrate | inhibition, % at 5.17 µM | 340,000 tested, 0.059% active; in the data active means inhibition above about 34%;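 further: 0% = enzyme with vehicle and 100% = wells lacking enzyme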
Target sequence (Q8NCG7 whole entry, looked up): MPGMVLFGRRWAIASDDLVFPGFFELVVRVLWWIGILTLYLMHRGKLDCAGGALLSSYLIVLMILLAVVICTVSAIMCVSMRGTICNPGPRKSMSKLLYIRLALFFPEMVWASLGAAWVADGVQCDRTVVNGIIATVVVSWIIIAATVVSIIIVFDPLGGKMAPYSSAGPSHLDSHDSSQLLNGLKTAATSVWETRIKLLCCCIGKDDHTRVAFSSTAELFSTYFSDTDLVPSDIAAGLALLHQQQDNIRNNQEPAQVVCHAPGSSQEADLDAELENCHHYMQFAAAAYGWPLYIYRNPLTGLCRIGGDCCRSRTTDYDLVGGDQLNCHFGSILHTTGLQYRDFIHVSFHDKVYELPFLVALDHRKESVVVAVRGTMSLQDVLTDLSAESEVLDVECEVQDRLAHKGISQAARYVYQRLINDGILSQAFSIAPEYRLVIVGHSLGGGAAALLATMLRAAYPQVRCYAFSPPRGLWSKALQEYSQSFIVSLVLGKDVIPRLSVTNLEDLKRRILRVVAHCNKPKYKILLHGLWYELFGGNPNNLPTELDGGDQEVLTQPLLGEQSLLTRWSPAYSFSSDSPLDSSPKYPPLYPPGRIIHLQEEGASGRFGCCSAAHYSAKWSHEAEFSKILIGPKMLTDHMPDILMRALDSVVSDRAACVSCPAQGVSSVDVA
V-ATPase pHluor: yeast V-ATPase proton transport regulation by pHLuorin; S. cerevisiae, pHLuorin cytosolic pH fluorescence; response, % at 10 µM; 350,000 tested, 0.37% active; in the data active means response mostly above about 7.3%, no sharp cut-off; inactive means mostly below about 5.4%; further: actives read high; inactives centre near 0; some compounds called inactive have numbers as strong as hits; reference of the scale not given here
Arr AP2 block: blocks beta-arrestin peptide binding to AP2 adaptin; FITC-arrestin peptide / GST-AP2 beads, flow cytometry; AP2 beta2 appendage carries R879A mutation; inhibition, % at 10 µM; 340,000 tested, 0.31% active; AID 504490;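 active means inhibition above a set limit, near 3 SD of compounds lacking own fluorescence, cut at about 54% in these data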;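 further: plate controls were DMSO wells for no effect and 5 µM unlabelled arrestin peptide for full effect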
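system = GST-tagged AP2 beta2-adaptin appendage (R879A) on 4 µm glutathione beads | reagent = FITC-labelled arrestin peptide probe, 50 nM final | schedule = compound with beads 12 min RT, then probe 1 h RT | signal = HyperCyt-sampled flow cytometry, FL1 channel, ex 488/em 535 nm | read-out = percent response from loss of bead-bound FITC fluorescence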
An asterisk follows results filed as active; · = no result given.

Results follow in this order: DSG3 Ab inh, PKA-R2B activ, OPRM1-OPRD1 inv, PKA-R1A act, HTR5A ag ctr, OPRM1-OPRD1 ag, HTR5A inv ag, DAGLB inhibitor, V-ATPase pHluor, Arr AP2 block
- COc1ccccc1C1N=C(c2ccccc2C)NO1 (configuration not stated)
 : 105, 7, 13, 2, -4, -2.2, 10, 0, -3, 24
- COc1ccc(-c2cc(C(=O)O)no2)cc1
 : 85, 1, 11, 1, 9.8*, -2.3, -26, 13, 5, 11
- CCc1ccc(C(=O)Nc2nnn(CC)n2)cc1
 : 102, 6, 15, -5, 5, -2.9, -25, -1, 3, 1
- CC1CCC(N2CCN(c3ncccn3)CC2)CC1 (configuration not stated)
 : 104, -7, -15, -2, 6, 2.6, -4, -1, 2, 5
- COC(=O)c1ccsc1NC(=O)CCc1ccccc1
 : 102, 0, -27, -4, 1, 5.2, -6, -2, 0, 39
- CCSc1cc(N2CCCC2)nc(-c2ccc(Cl)cc2)n1
 : 109, 4, 6, 6, 1, -1.0, 14, 1, -1, 3
- COc1ccc(N=Cc2c(C)[nH][nH]c2=O)cc1
 : 84, -4, 13, 3, 3, -2.0, -7, -1, -5, 1
- C=CCn1c(C)c(C(C)=O)cc(NC(=O)c2ccccc2)c1=O
 : 102, 8, 13, 2, 3, -2.5, -8, -2, 4, -5
- COc1ccc(C2(c3ccc(OC)cc3)NC(=O)N(CC(=O)Nc3ccccc3C(F)(F)F)C2=O)cc1
 : 104, 3, 9, -1, -2, -1.8, 22, 2, 1, 14
- CN(C)C(=O)CCc1ccc2c3c([nH]c2c1)[C@]1(CCC2CCCC2)[C@@H](C(=O)N2CCOCC2)C[C@H](CC(=O)NCC24CC5CC(CC(C5)C2)C4)C(=O)N1CC3
 : 103, -4, 21, -8, 2, -4.2, -6, 1, 3, 2
- COC(=O)C(Cc1ccccc1)OS(N)(=O)=O (configuration not stated)
 : 99, -4, 21, -8, -1, -3.8, 0, -4, -3, 22
- Cc1ccc(NC(=O)CSc2nc(=O)n(CCCN(C)C)c3c2CCC3)c(C)c1
 : 102, -9, 15, -10, 11, -2.9, -27, -1, 2, 16
- O=C(COC(=O)Cc1c[nH]c2ccccc12)Nc1c(Cl)cccc1C(F)(F)F
 : 96, -2, 3, -5, 3, -0.4, -7, 2, -4, -16
- CCC1CCCCN1C(=O)Cn1nc([N+](=O)[O-])c(Cl)c1C (configuration not stated)
 : 92, -4, 14, 1, 4, -2.5, 14, 0, 3, 0
- Cc1cccn2c(=O)c3cc(C(=O)NC4CCS(=O)(=O)C4)sc3nc12 (configuration not stated)
 : 94, -2, 5, -1, 1, -0.9, -4, 4, 3, -2
- COCCNC(=O)c1ccc2c(c1)nc(C)n2-c1cccc(F)c1
 : 105, -5, 17, -14, 7, -3.5, -15, 1, 3, 10
- CSc1nc(N)nc(-c2cccs2)c1C#N
 : 113, -1, -5, 3, 2, 1.2, -8, -4, -5, 1
- COc1ccc(N(C(=O)c2csnn2)C(C(=O)NC2CCCC2)c2ccccc2)cc1 (configuration not stated)
 : 119, 18, -2, 7, -2, 0.4, 7, 0, 2, 1
- O=C(NC1CCCCC1)N1CCN(c2ncccn2)CC1
 : 102, -9, 3, -3, 2, -0.5, 19, -3, 3, -7
- Cn1c(=S)n(/N=C/c2cccs2)c2ccccc21
 : 97, -1, 14, 2, -2, -2.6, 4, -1, 0, 4
- COC(=O)c1ccccc1NC(=O)C(=O)NCC1CCCO1 (configuration not stated)
 : 91, 6, 17, 8, -2, -2.7, 7, -1, -1, -8
- Cc1ccc(C)c(NC(=S)NC2CC3CCCC(C2)N3CC(C)C)c1 (configuration not stated)
 : 105, -10, 14, 1, -8, -2.3, 23, 1, 2, 3
- O=C(c1cc(COc2ccc(F)cc2F)on1)N1CCN(C(=O)c2ccco2)CC1
 : 105, -4, 16, 4, 3, -4.9, 10, 0, 1, -9
- c1ccc2c(c1)CNc1ccccc1C2
 : 97, -4, 13, 6, -4, -2.5, -16, -2, -2, 1
- CN(c1ccccc1C(=O)O)S(=O)(=O)c1ccc2c3c(cccc13)C(=O)N2
 : 104, 2, 2, 8, -1, -0.4, 3, 0, -2, -8
- COc1ccccc1N1CCN(C(=O)Cn2c(=O)[nH]c3ccsc3c2=O)CC1
 : ·, 6, 15, 3, -2, -2.8, 6, 2, 2, -1
- CCc1nnc(NC(=O)CCN2C(=O)c3ccccc3S2(=O)=O)s1
 : ·, -4, 7, 3, 5, -1.6, -11, 0, -3, 0
- Cc1ccc(S(=O)(=O)N(CC(=O)NCc2ccco2)C2CCCCC2)cc1
 : 104, -10, -12, -4, -2, 2.0, 4, -2, 1, -2
- COCCOCC(=O)Nc1ccc(S(=O)(=O)Nc2cc(C)nc(C)n2)cc1
 : 117, -5, 5, 4, 2, -1.1, -8, 2, -2, 5
- CC(/C=C/c1ccco1)=N/NC(=O)c1ccc(C)nc1
 : ·, -7, -30, -6, 4, 6.0, -13, -2, -7, 34
- CCOc1cc(N2CCOCC2)c(OCC)cc1NS(=O)(=O)c1ccc(Cl)s1
 : 96, 0, -3, 6, 7, 0.5, -32, -1, 0, 7
- O=C1c2ccccc2CCC12N=NCC2c1ccc(Br)cc1 (configuration not stated)
 : ·, -22, -22, -9, 0, 4.4, 0, -8, -5, 5
- COc1cc(S(=O)(=O)N2CCN(C(=O)c3ccccc3)CC2)c(OC)cc1Br
 : 103, -1, 15, 4, 1, -2.8, 13, -2, -2, -12
- CSc1nc(C)cc(-n2ccc(=O)[nH]c2=O)n1
 : 100, 11, 14, 0, 0, -2.6, -3, -1, -2, 1
- Nc1nnnn1/N=C/c1ccc(N2CCCCC2)c([N+](=O)[O-])c1
 : 98, 0, 12, -4, -3, -2.2, 10, 14, 0, -6
- O=C(O)CSc1nnc(SCc2cccc3ccccc23)s1
 : 104, 1, 12, -3, -2, -2.4, 12, -1, -2, 0
- Cc1c(N=Cc2ccc[nH]2)c(=O)n(-c2ccccc2)n1C
 : 110, 6, 1, -2, 7, -0.2, -8, 2, 6, 2
- CCn1cc(C2=NC(C)(C)CO2)c2ccccc21
 : 106, -3, 8, 5, 3, -1.5, 8, -3, -5, 18
- COc1ccc(-c2cc3nc(C)cc(-c4ccc(OC)cc4)n3n2)cc1
 : 100, -6, 7, -6, 0, -1.5, 1, -8, 7, 2
- CC(C)(C)OC(=O)C(Cl)(C(=O)OC(C)(C)C)c1ccc2nnnn2n1
 : ·, 6, -6, 5, 7, 1.3, 18, -6, 2, 5
- Cc1ccc(Nc2nnc(SCC(=O)Nc3ccccc3[N+](=O)[O-])s2)cc1
 : 98, 7, -11, 1, 4, 2.1, -11, 0, -2, -14
- CCn1c(=O)c(C(=O)Nc2ccc(C)cc2)c(O)c2ccccc21
 : 119, 5, 15, 1, 0, -2.9, 1, -2, 1, 2
- CCCCCCC(=O)Nc1nc(C)c(-c2csc(Nc3ccccc3OC)n2)s1
 : 101, -6, 7, -10, 1, -1.6, -28, -7, 3, 6
- CSCCC(=O)N1CCC(n2nccc2NC(=O)c2ccc3c(c2)OCO3)CC1
 : 103, -7, 7, 4, -1, -1.2, -16, 0, 7, 3
- NS(=O)(=O)c1cccc(NC(=O)CC(NC(=O)c2ccccc2Cl)c2ccccc2)c1 (configuration not stated)
 : 96, 3, 10, -13, 3, -2.2, -12, -2, -2, 7
- COc1ccc2oc(C(=O)OC(C)C(=O)N3CCC(C)CC3)c(C)c2c1 (configuration not stated)
 : 102, -4, 11, 4, -3, -2.9, 11, -5, 0, -1
- C=CCn1c(=O)c(C(=O)NCCc2ccc(Cl)cc2)c(O)c2cc(OC)c(OC)cc21
 : 100, -2, 11, 0, 1, -2.4, -6, -3, -2, 1
- O=C(NC1CCCCC1)n1c(=O)oc2ccccc21
 : 98, 0, 4, -1, 3, -0.8, -23, -2, 0, 0
- NC(=S)NN=C1CCC2(CCCCC2)CC1
 : 93, -5, 2, 1, 2, -0.3, -6, -1, 0, -26
- CC(C)c1ccc(Nc2cnn(C34CC5CC(CC(CC(=O)O)(C5)C3)C4)c(=O)c2Cl)cc1
 : 103, -9, 9, -1, -1, -1.5, 7, 3, 0, 2
- O=C(CNC(=O)c1ccc2c(=O)n3c(nc2c1)CCC3)Nc1ccc(F)c(F)c1
 : 109, -12, 2, -1, 0, -0.4, -25, 3, -3, 1
- Cc1ccc(CNC(=O)CSCc2cccc(F)c2)cc1
 : 115, -2, 12, 13, 2, -2.6, -33, -16, -1, -9
- Cc1ccc2cc3c(NS(=O)(=O)c4cccc5nonc45)nn(CC(C)C)c3nc2c1
 : 111, 6, 30, 11, -8, -5.8, 3, 18, 2, 3
- N#C/C(C(=O)N1CCCCC1)=C1/N=C(NC(=O)c2ccc(F)cc2)c2ccccc21
 : 95, 7, 5, 8, -2, -0.9, -22, 0, 4, -4
- CCCCc1nnc(NC(=O)CCc2ccccc2)s1
 : 104, -5, -13, -10, 3, 2.7, -12, -2, -5, 2
- OCCSc1ncnc2c1oc1ccccc12
 : 99, -8, -5, 1, 0, 0.8, 24, 4, 6, 5
- Cc1ccc(N/N=C/C=C/c2ccco2)cc1
 : 108, -8, 3, -1, 3, -0.5, 18, 2, -5, -13
- COc1cc(/C=N/Nc2ccccn2)ccc1O
 : 106, -2, 10, -1, 1, -1.9, -9, -2, -1, 10

Quoted from the listing:
Value of `CN(C)C(=O)CCc1ccc2c3c([nH]c2c1)[C@]1(CCC2CCCC2)[C@@H](C(=O)N2CCOCC2)C[C@H](CC(=O)NCC24CC5CC(CC(C5)C2)C4)C(=O)N1CC3` in OPRM1-OPRD1 ag: -4.2
Value of `Cc1ccc(NC(=O)CSc2nc(=O)n(CCCN(C)C)c3c2CCC3)c(C)c1` in HTR5A inv ag: -27
